GlmU inhibition – inhibition of mycobacterial GlmU enzyme – biochemical, glucosamine-1-phosphate acetyltransferase (AID 1376) | M. tuberculosis GlmU acetyltransferase enzyme assay; higher % means a stronger effect | inhibition, %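 (tested at 30 µM in the primary screen)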; hits with a dose series show IC50 in µM | 220,000 compounds, 0.25% hits; in the data active = inhibition above about 13%;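 also: 0% = complete reaction with vehicle and 100% = reaction without substrate; strong numbers were not always called active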
Mtb RmlCD inh – blocks M. tuberculosis RmlC and RmlD coupled enzymes; inhibition, % at 3.6 µM; 160,000 compounds, 0.03% hits; RmlC+RmlD coupled enzyme assay, percent inhibition; primary screen in compound mixtures; in the data active = inhibition mostly above about 34%, no sharp cut-off; also: some results filed as inactive read as strong as hits
Target sequence (P9WH09 whole entry, looked up): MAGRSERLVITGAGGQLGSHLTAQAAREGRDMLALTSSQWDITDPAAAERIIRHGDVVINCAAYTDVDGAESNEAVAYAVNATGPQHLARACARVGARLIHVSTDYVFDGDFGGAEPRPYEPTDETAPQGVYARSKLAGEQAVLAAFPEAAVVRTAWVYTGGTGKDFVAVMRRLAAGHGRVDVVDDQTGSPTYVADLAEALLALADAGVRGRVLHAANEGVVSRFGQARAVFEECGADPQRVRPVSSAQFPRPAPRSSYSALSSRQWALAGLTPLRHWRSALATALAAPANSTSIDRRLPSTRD
Target sequence (P9WH11 whole entry, looked up): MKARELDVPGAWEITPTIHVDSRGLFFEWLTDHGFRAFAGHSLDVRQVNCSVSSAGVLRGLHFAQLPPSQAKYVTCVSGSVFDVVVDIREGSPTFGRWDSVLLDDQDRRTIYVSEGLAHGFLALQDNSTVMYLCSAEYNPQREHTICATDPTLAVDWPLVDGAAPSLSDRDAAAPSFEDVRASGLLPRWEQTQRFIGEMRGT
* marks the source's active call; other numbers are inactive results; . = not tested or not shown; & = joins results of further samples. These rows are one share of the data; rates above refer to the full screens.

Values run as follows: GlmU inhibition	Mtb RmlCD inh
CN(C)c1ccc(C2CC(=O)C=C(Nc3ccccc3N)C2)cc1 (stereo not given)
    -1.4%	.
COc1ccc(-n2cnnc2SCc2csc(-c3ccccc3)n2)cc1
    6.0%	-4
O=C(N/N=C/c1c[nH]c2c1ccc1ccccc12)c1ccc([N+](=O)[O-])cc1
    -2.9%	8
O=C(NNC(=S)Nc1ccc(F)cc1)[C@H]1C[C@@H]1c1ccccc1
    4.4%	.
COc1ccccc1N1CCN(/N=C\c2sccc2C)CC1
    -4.1%	7
Cc1cc(-c2cc(-c3ccc(Cl)cc3)nc(N)c2C#N)co1
    .	-10
COc1ccc(CCNC(=O)c2ccc(C)s2)cc1OC
    -7.2%	-12
COc1ccccc1C1CCN(C(=O)c2ccco2)CC1
    .	23
CC(=C/c1ccccc1)/C=N/NC(=O)c1cnccn1
    2.9%	8
CCOc1ccc(NC(=O)[C@@H](NC(=O)c2ccccc2Br)C(C)C)cc1
    1.3%	6
Cc1cccnc1NC(=O)Cn1nc([N+](=O)[O-])cc1C
    0.6%	8
CCOC(=O)c1c(C)c(C(=O)NCc2cccs2)c(C)n1C
    0.6%	6
O=C(CSc1nnc(-c2ccco2)n1-c1ccccc1)NCc1ccco1
    2.8%	2
NC(=O)C1CCN(C(c2ccccc2Cl)c2nnnn2Cc2ccc3c(c2)OCO3)CC1 (stereo not given)
    2.3%	.
O=C(O)c1cc(Cl)ccc1-c1ccc(/C=C/c2cc(C(F)(F)F)[nH]c(=O)n2)o1
    10%	29
O=C(COc1ncnc2c(Cl)cc(Cl)cc12)NC1CCCCCC1
    -0.1%	4
Cc1ccc(CNC(=O)C2CC3Cn4c(nc5cc(C)c(C)cc54)C3N2C)o1 (stereo not given)
    -0.9%	.
COc1ccc(C2N(S(=O)(=O)c3ccccc3)CCN2S(=O)(=O)c2ccc(C)cc2)cc1 (stereo not given)
    -3.5%	-3
CCCCN(CC)CCNC(=O)CN(C)S(=O)(=O)c1ccc2c(c1)c(=O)n(C)c(=O)n2C
    21%*	-3
CCOCCCNC(=O)N[C@@H](C)C(=O)OC
    -3.0%	.

Other records follow:
Values run as follows: GlmU inhibition	Mtb RmlCD inh
Cn1c(SCC(=O)N/N=C/c2cc([N+](=O)[O-])ccc2O)nnc1-c1ccccc1
    -4.4%	5
COc1cc(C(=O)Nc2nnc(-c3sccc3C)s2)cc(OC)c1OC
    3.3%	-11
COC(=O)c1ccc(NC(=O)c2ccccc2N(C)S(C)(=O)=O)cc1
    -1.2%	.
CNC(=O)CN(C)S(=O)(=O)c1ccc(F)cc1
    -4.0%	6
Cc1noc(NS(=O)(=O)c2ccc(NC(=O)CS(=O)(=O)c3ccccc3)cc2)c1C
    1.4%	-4
Cc1cc(C(F)(F)F)nn1CC(=O)N1CCCC1
    0.0%	-1
CCCCN1CC[C@H]2C=CC[C@@H](C(=O)Nc3ccccc3)[C@H]2C1=O
    -0.6%	.
CCC(Sc1nc(C)cc(C)n1)C(=O)Nc1ccc(S(N)(=O)=O)cc1 (stereo not given)
    -0.3%	-2
CCCOc1ccc(CNC(=O)Cn2ncc3ccccc32)cc1
    0.0%	13
CC1(C)CCC23CC[C@]4(C)C(OC2=O)(C3C1)[C@H]1O[C@H]1C1[C@@]2(C)CC[C@@H](O)C(C)(C)C2CC[C@]14C (stereo not given in full)
    2.6%	.
O=C(COC(=O)c1ccccc1C(=O)N1CCN(c2ccc(F)cc2)CC1)NCc1ccccc1
    1.5%	5
CCOC(=O)NC(=O)c1cn(Nc2ccccc2C(F)(F)F)c(=O)[nH]c1=O
    1.8%	10
Cc1ccnc(SCCn2c(N3CCCCC3)nc3c2c(=O)n(C)c(=O)n3C)n1
    3.9%	.
CCCn1nc(C(=O)OCC(=O)NC(C)c2ccccc2)c2ccccc2c1=O (stereo not given)
    6.0%	-10
O=C(CC1C(=O)OCC2CCCCN21)Nc1ccccc1C(F)(F)F (stereo not given)
    0.7%	-12
Cc1cc(N2C(=O)C(O)=C(C(=O)c3cccs3)C2c2ccccc2)no1 (stereo not given)
    2.2%	.
Cc1nc(S/C(=C/c2ccc(OCc3ccc(C(=O)O)cc3)cc2)C(=O)O)n[nH]1
    4.6%	0
Cc1ccccc1CNC(=O)CC1C(=O)NCCN1CC1CCCCC1 (stereo not given)
    1.5%	7
CCCC(=O)Nc1ccc(C(=O)NNC(=O)c2cccc([N+](=O)[O-])c2)cc1
    -8.3%	7
O=C(NCCN1CCOCC1)c1ccc2c(c1)N(Cc1ccc(Cl)cc1)CCS2
    -1.4%	-38

Additional structures.
Values run as follows: GlmU inhibition	Mtb RmlCD inh
Cc1cccc(C)c1-n1nnnc1C(C)(C)N1CCN(N=O)CC1
    3.3%	-13
C#CCNC(=O)C1=C[C@@H](c2ccccc2)C[C@@H](OCc2ccc(CO)cc2)O1
    1.2%	.
CCc1cc(=O)oc2cc(OCC(=O)N(CC)CC)c(Cl)cc12
    0.9%	7
c1ccc(-n2cnnc2SCc2cn3cccnc3n2)cc1
    -3.2%	1
CC(=O)Nc1ccccc1/C=C/c1ccc2c(C)ccc(O)c2n1
    1.0%	0
O=S(=O)(c1cccs1)N1CCC(CO)(Cc2ccc(Cl)cc2)CC1
    1.9%	22
CCOc1ccc(CCNC(=O)C2CCN(S(=O)(=O)CC)CC2)cc1OCC
    0.8%	.
CC1Cc2ccccc2N1C(=O)CSc1nn2c(=O)c(C(C)(C)C)nnc2s1 (stereo not given)
    0.8%	-12
Cc1[nH]c2ccccc2c1/C=N/NC(=O)Cc1cccs1
    -0.1%	3
FC(F)(F)c1nc2ccccc2c2nc3ccccc3n12
    3.8%	.
Cc1ccc(-n2nc(-c3ccco3)cc2C(=O)O)cc1
    2.4%	-3
CCCC(=O)Nc1c(C(=O)OCC)oc2ccccc12
    5.5%	.
Clc1ccc(-c2ccnc(Oc3ccc4ccccc4c3)n2)cc1
    2.1%	8
CCOC(=O)/C=C/C(=O)OCC(=O)Nc1ccc([N+](=O)[O-])cc1
    -1.4%	-3
Cn1c(N)c(C(=O)COC(=O)COc2ccc3ccccc3c2)c(=O)n(C)c1=O
    -0.9%	0
O=C(NCc1cccs1)C(=O)NCC1OCCCN1S(=O)(=O)c1cccs1 (stereo not given)
    -1.7%	-6
COc1ccc(S(=O)(=O)N/N=C\c2ccc3c(c2)OCO3)cc1
    -0.2%	1
O=C(c1ccc2c(c1)OCO2)C1CCCN(C(=O)c2cnn(Cc3ccccc3)c2)C1 (stereo not given)
    0.1%	0
CCCn1c(SCC(=O)Nc2cc(S(=O)(=O)N(C)C)ccc2OC)n[nH]c1=O
    -3.9%	0
O=C(Nc1nnc(-c2ccco2)s1)C1CCCCC1
    -3.3%	36

By substructure, those above containing a COOH group
Values run as follows: GlmU inhibition	Mtb RmlCD inh
O=C(O)c1cc(Cl)ccc1-c1ccc(/C=C/c2cc(C(F)(F)F)[nH]c(=O)n2)o1
    10%	29
Cc1nc(S/C(=C/c2ccc(OCc3ccc(C(=O)O)cc3)cc2)C(=O)O)n[nH]1
    4.6%	0
Cc1ccc(-n2nc(-c3ccco3)cc2C(=O)O)cc1
    2.4%	-3

(next part)
Values run as follows: GlmU inhibition	Mtb RmlCD inh
CC(C)CC(O)C1CCN(C(=O)CCc2nnc(-c3ccccc3)o2)CC1 (stereo not given)
    0.1%	1
CC1(C)Cc2nc3oc4c(=O)n(CC(=O)Nc5ccc(Cl)cc5)cnc4c3cc2CO1
    2.5%	6
COc1cccc(CC2(CO)CCCN(Cc3ccc(C)s3)C2)c1 (stereo not given)
    -1.6%	-5
CN(C)c1nc(-c2ccccc2)ns1
    -4.8%	3
COc1ccc(CNC(=O)Nc2cccc(C)c2)cc1
    6.2%	.
CCOC(=O)N=S(N)(=O)c1ccc(Cl)cc1 (stereo not given)
    4.8%	5
NC(=O)COC(=O)c1ccc(S(=O)(=O)N2CCCCCC2)cc1
    11%	-5
CCCc1cc(=O)oc2cc(OCc3cccc(OC)c3)c(Cl)cc12
    -1.2%	2
CCOc1ncccc1C(=O)OCc1ccc(C#N)cc1
    -0.4%	-11
Cc1c(Nc2cc(Cl)c3nonc3c2[N+](=O)[O-])c(=O)n(-c2ccccc2)n1C
    123µM*	7
N#Cc1cc2c(nc1SCc1ccccc1)CCCC2=O
    6.6%	.
CCOc1ccc(OCC)c(NC(=O)CCCN2C(=S)NC(C)(C)CC2C)c1 (stereo not given)
    2.9%	-9
O=C1N/C(=C/c2cccn2-c2ccc(F)cc2)C(=O)N1Cc1ccccc1
    -0.6%	.
O=C(c1ccco1)N1C(=O)c2cccc3cccc1c23
    4.0%	8
COc1ccc(N2CCN(C(=O)c3ccc(CS(=O)(=O)c4ccc(OC)cc4)o3)CC2)cc1
    2.2%	-8
O=C(Nc1ccccc1C(F)(F)F)c1cc(-c2cccc(O)c2)on1
    3.0%	-5
COc1ccc(-c2nc(-c3ccc4c(c3)OCO4)[nH]c2-c2ccc(OC)cc2)cc1
    -0.9%	-17
COc1ccc(Nc2cnn(-c3nc4ccccc4s3)c(=O)c2Cl)cc1
    9.8%	-11
Cc1ccccc1OCCC(=O)Nc1ccc(Cl)cc1F
    4.9%	-7
Cc1cc(C(F)F)n2ncc(C(=O)NCCc3ccc(Cl)cc3)c2n1
    -4.4%	26

Rewritten with each value named: entries from further up
CN(C)c1nc(-c2ccccc2)ns1
  GlmU inhibition: -4.8%	Mtb RmlCD inh: 3

CCOc1ccc(OCC)c(NC(=O)CCCN2C(=S)NC(C)(C)CC2C)c1 (stereo not given)
  GlmU inhibition: 2.9%	Mtb RmlCD inh: -9

Cc1cc(C(F)F)n2ncc(C(=O)NCCc3ccc(Cl)cc3)c2n1
  GlmU inhibition: -4.4%	Mtb RmlCD inh: 26

CCOc1ncccc1C(=O)OCc1ccc(C#N)cc1
  GlmU inhibition: -0.4%	Mtb RmlCD inh: -11

The listing picks up with the two entries that preceded the break.
Values run as follows: GlmU inhibition	Mtb RmlCD inh
Cc1ccccc1OCCC(=O)Nc1ccc(Cl)cc1F
    4.9%	-7
Cc1cc(C(F)F)n2ncc(C(=O)NCCc3ccc(Cl)cc3)c2n1
    -4.4%	26
Cc1ccccc1C(=O)NC(=S)Nc1sc2c(c1C#N)CCC(C)C2 (stereo not given)
    0.0%	-7
COc1ccc(CC(=O)OC(C)CN2CCCC2)cc1 (stereo not given)
    -0.6%	.
CC(C)=CCCC(C)CN1CCC(N2CCC(C(=O)N3CCCC3)CC2)CC1 (stereo not given)
    -3.5%	-10
CC(c1n[nH]c(=S)n1-c1ccc(Cl)cc1)N(C)C (stereo not given)
    -2.5%	-11
CC(C)CCNC(=O)C(C)N(Cc1ccc(F)cc1)C(=O)c1ccc(CN2CCCCC2)o1 (stereo not given)
    4.3%&9.0%	8
O=C(Oc1coc(CSc2ncccn2)cc1=O)c1ccco1
    -2.6%	-12
CC(C)Cn1c2c(c(O)c(C(=O)Nc3nc4ccccc4s3)c1=O)CCCC2
    2.6%	82*
CSc1ccc(S(=O)(=O)NC2CCCCC2)cc1
    0.2%	9
O=C(CC1CCCCC1)NCC1CCCO1 (stereo not given)
    3.5%	.
O=C(O)CC(=O)Nc1ccccc1C(=O)O
    1.1%	0
COc1ccc2c(CN(C)c3ccccc3)cc(=O)oc2c1
    2.2%	-11
O=C(NN1C(=O)c2ccc(-c3ccc4c(c3)C(=O)N(NC(=O)c3cccnc3)C4=O)cc2C1=O)c1cccnc1
    1.5%	10
CC(=O)O[C@H]1CC[C@H]2[C@@H]3CCc4cc(O)ccc4[C@H]3CC[C@]12C
    -9.9%	.
CN1CCN(NC(=S)Nc2ccc(Oc3ccccc3)cc2)CC1
    -3.2%	11
CNC(=S)NNC(=O)c1sc(-c2cc(C)on2)nc1C
    -1.4%	-5
Cc1cc(-c2nnc3sc(C4CCCCC4)nn23)n[nH]1
    1.9%	60
COc1ccc(-c2csc(Nc3ccccc3)[n+]2CC(O)c2ccc([N+](=O)[O-])cc2)cc1 (stereo not given)
    .	21
Cc1ccc(S(=O)(=O)NNC(=S)NC(=O)c2ccc([N+](=O)[O-])cc2)cc1
    9.8%	6
O=C(CSc1nnc(CN2CCCCCC2=O)n1-c1ccccn1)NCC(F)(F)F
    9.8%	.
CCN(CC)CCNC(=O)c1cc([N+](=O)[O-])c(N(C)C)cc1OC
    -0.9%	.

Additional entries
Values run as follows: GlmU inhibition	Mtb RmlCD inh
Cc1ccc(C(=O)NN2C(=O)/C(=C/c3cccn3C)SC2=S)cc1
    -4.1%	15
Cc1ccc(NC(=O)CNc2cccc(C)c2C)c(C)c1
    -1.6%	1
O=C(O)c1cnn2c1C(=O)N(Cc1cccs1)CC2
    0.6%	.
CCCc1nc2c(=O)[nH]c3ccccc3c2o1
    6.3%	.
COc1cc(OC)cc(C(=O)N/N=C/c2ccc(OC)c(COc3ccc(F)cc3)c2)c1
    .	15
Cc1nnc(NC(=O)CSc2nnc(Cc3cccn3C)n2-c2ccccc2)s1
    -6.0%	9
Cc1ccc(NC(=O)CSc2nnc(-c3ccco3)o2)c(C)c1
    2.6%	-13
COc1ccc(C(=O)COc2ccccc2C#N)cc1
    7.4%	4
COCCN1C(=S)NC(c2cccc(C(F)(F)F)c2)C(C(=O)N2CCOCC2)=C1C (stereo not given)
    -4.3%	-9
CCc1ccccc1NC(=S)/N=C(\N)Nc1nc(C)c2cc(C)ccc2n1
    -0.1%	14

Screening results (PubChem BioAssay)
